Bioassay records deposited in PubChem BioAssay by several laboratories.
HIV fusion peptide: inhibitors of HIV fusion peptide binding, primary screen, biochemical, uHTS, fluorescence dequenching (AID 1986); cell-free peptide binding, fluorescence dequenching, 30 min; higher % means a stronger effect; inhibition, % at 20 µM; hits with a dose series show IC50 in µM; 290,000 compounds, 0.3% hits; in the data active = inhibition mostly above about 52%, no sharp cut-off; inactive = mostly below about 76%; also: some results filed as inactive read as strong as hits
Myeloid diff 2: myeloid differentiation induction. ER-HoxA9 myeloid progenitors, lysozyme-GFP differentiation, flow cytometry. calls only at 10 µM. 360,000 compounds, 1% hits. AID 624256;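 active = normalized GFP-positive differentiation at or above the plate's own cutoff, the solvent-only control mean plus 3 SD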;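 also: cells exposed to compound for four days before flow analysis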
KOR beta-arrestin-1: kappa opioid receptor activators – cell-based, luminescence, uHTS, primary screen (AID 1777); KOR beta-arrestin recruitment, luminescence; higher % means a stronger effect; activation, % at 10 µM; hits with a dose series show EC50 in µM; 280,000 compounds, 0.02% hits; in the data active = activation above about 50%, passing the limit was not always enough; also: a part of the inactive calls stands beside numbers as strong as those of hits
GPR35 arrestin U2OS: GPR35 antagonists blocking zaprinast-driven arrestin recruitment, primary screen, imaging, U2OS, beta-arrestin-GFP, zaprinast agonist (AID 2058); U2OS GPR35 beta-arrestin-GFP translocation imaging, zaprinast antagonism; higher % means a stronger effect; inhibition, % at 10 µM, or IC50 in µM where a hit was titrated; 290,000 compounds, 0.052% hits;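 active = inhibition of at least 50% with at least 30 cells and total cytoplasm GFP at most 10,000,000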
GPR55 activation: selective activators of receptor GPR55 – imaging, U2OS cells, beta-arrestin-GFP redistribution, primary screen (AID 1961). activation, % at 10 µM; hits with a dose series show EC50 in µM. 290,000 compounds, 0.048% hits. U2OS GPR55 beta-arrestin-GFP redistribution imaging; higher % means a stronger effect;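 active = activation above 40% with more than 50 cells counted in the well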;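 also: U2OS osteosarcoma cells stably expressing GPR55 and beta-arrestin-GFP; plate controls were DMSO negative control for no effect and LPI positive control for full effect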
GPR55 LPI antagonism: inhibition of LPI-stimulated GPR55 beta-arrestin translocation – imaging, U2OS, beta-arrestin-GFP, LPI agonist, primary screen (AID 2013); U2OS GPR55 beta-arrestin-GFP translocation imaging, LPI antagonism; higher % means a stronger effect; inhibition, % at 10 µM; hits with a dose series show IC50 in µM; 290,000 compounds, 0.13% hits;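 active = spots per cell inhibited over 60%, with over 100 cells counted and total cytoplasm intensity under 500,000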;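 also: U2OS cells stably carrying GPR55 and arrestin-GFP stimulated by 5 µM LPI near EC80; imaged beta-arrestin-GFP aggregate spots per cell after agonist stimulation; plate controls were LPI-stimulated DMSO wells for no effect and DMSO wells without LPI for full effect; some results filed as inactive read as strong as hits; confirmed hits need IC50 under 10 µM and bright autofluorescent wells are also inconclusive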
NOD1 inhibition: inhibition of NOD1-driven NF-kB reporter – cell-based, luminescence, uHTS, primary screen (AID 1578); NOD1-driven NF-kB luciferase reporter cells, luminescence; higher % means a stronger effect; inhibition, % at 4 µM, or EC50 in µM where a hit was titrated; 290,000 compounds, 1% hits; in the data active = inhibition mostly above about 36%, no sharp cut-off; inactive = mostly below about 34%;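 also: HEK-293T reporter cells stimulated with the NOD1 agonist gamma-tri-DAP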
HEK293 NOD2/NF-kB: NOD2 signaling inhibitors, cell-based, luminescence, uHTS, HEK293 (AID 1566). HEK293 NOD2/NF-kB luciferase reporter, luminescence; higher % means a stronger effect. inhibition, % at 4 µM, or EC50 in µM where a hit was titrated. 290,000 compounds, 0.63% hits; also: many of its hits are not listed in these tables
KOR beta-arrestin-2: KOR antagonists, beta-arrestin recruitment, cell-based, luminescence, uHTS (AID 1778); KOR beta-arrestin recruitment, luminescence, antagonist mode; higher % means a stronger effect; inhibition, % at 10 µM, or IC50 in µM where a hit was titrated; 290,000 compounds, 0.091% hits; also: strong numbers were not always called active
Myeloid diff 2 GFP+ MAC1+ %: second read-out of Myeloid diff 2, no call of its own (marks repeat the call); GFP+ MAC1+ double positive, %; measured here: differentiation confirmed by MAC1 staining
Numbers without * were called inactive; [ ] = another dose, or the depositor's remark. Rule as the data show it, unless noted: active = inhibition above about 50%; inactive = the rest. This is a subset; the hit share may differ from the screen's.

Results for CCOC(=O)c1c(CSc2ccccc2)n(C)c2ccc(O)c(CN3CCN(C)CC3)c12 ?
HIV fusion peptide: -2.4%; Myeloid diff 2: inactive; KOR beta-arrestin-1: 3.3%; GPR35 arrestin U2OS: 20%; GPR55 activation: 0.6%; GPR55 LPI antagonism: 9%; NOD1 inhibition: -12%; HEK293 NOD2/NF-kB: 15%; KOR beta-arrestin-2: 14%; Myeloid diff 2 GFP+ MAC1+ %: 0.0

Results for O=C(Nc1ccccc1Cl)c1ccc(S(=O)(=O)N2CCOCC2)cc1 ?
HIV fusion peptide: 1.4%; Myeloid diff 2: inactive; KOR beta-arrestin-1: 4.0%; GPR35 arrestin U2OS: 21%; GPR55 activation: 0.0%; GPR55 LPI antagonism: -4%; NOD1 inhibition: -22%; HEK293 NOD2/NF-kB: -9%; KOR beta-arrestin-2: 12%; Myeloid diff 2 GFP+ MAC1+ %: 2.5

Results for Cc1cc(C)n2cc(CSc3ncccc3C(=O)O)nc2n1 ?
HIV fusion peptide: -0.5%; Myeloid diff 2: inactive; KOR beta-arrestin-1: -2.6%; GPR35 arrestin U2OS: -2%; GPR55 activation: 0.0%; GPR55 LPI antagonism: -3%; NOD1 inhibition: -5%; HEK293 NOD2/NF-kB: -5%; KOR beta-arrestin-2: -6%; Myeloid diff 2 GFP+ MAC1+ %: 0.8

How did Cn1c(SCC(=O)NC(C)(C)C)nnc1-c1ccc(C(C)(C)C)cc1 do in these assays?
HIV fusion peptide: 7.5%; Myeloid diff 2: inactive; KOR beta-arrestin-1: -6.7%; GPR35 arrestin U2OS: -7%; GPR55 activation: -0.5%; GPR55 LPI antagonism: -18%; NOD1 inhibition: -11%; HEK293 NOD2/NF-kB: 16%; KOR beta-arrestin-2: -55%; Myeloid diff 2 GFP+ MAC1+ %: 2.2

How did COc1cc(OC)c(CN2CCC(Cc3ccccc3)CC2)cc1Br do in these assays?
HIV fusion peptide: -0.5%; Myeloid diff 2: inactive; KOR beta-arrestin-1: 4.4%; GPR35 arrestin U2OS: -6%; GPR55 activation: -0.4%; GPR55 LPI antagonism: 14%; NOD1 inhibition: -17%; HEK293 NOD2/NF-kB: -17%; KOR beta-arrestin-2: -38%[20 µM]; Myeloid diff 2 GFP+ MAC1+ %: 0.1

Results for CCOC(=O)CSc1nc(N)nc(C)c1Cl ?
HIV fusion peptide: -0.3%; Myeloid diff 2: inactive; GPR35 arrestin U2OS: 16%; GPR55 activation: -0.1%; GPR55 LPI antagonism: 6%; NOD1 inhibition: -34%; HEK293 NOD2/NF-kB: -1%; KOR beta-arrestin-2: -48%[20 µM]; Myeloid diff 2 GFP+ MAC1+ %: 0.1

What do the screens show for `Cc1cc(C(=O)C(C)OC(=O)C2=NNC(=O)CC2)c(C)n1-c1ccc(OC(F)F)cc1` (stereo unspecified)?
HIV fusion peptide: -2.5%; Myeloid diff 2: inactive; KOR beta-arrestin-1: -2.3%; GPR35 arrestin U2OS: 2%; GPR55 activation: -0.1%; GPR55 LPI antagonism: -22%; NOD1 inhibition: 4%; HEK293 NOD2/NF-kB: 6%; KOR beta-arrestin-2: 13%; Myeloid diff 2 GFP+ MAC1+ %: 1.0

What do the screens show for `CCCCNC(c1ccccc1)c1ccncc1` (stereo unspecified)?
HIV fusion peptide: 2.0%; Myeloid diff 2: inactive; KOR beta-arrestin-1: 0.7%; GPR35 arrestin U2OS: 14%; GPR55 activation: 0.0%; GPR55 LPI antagonism: 0%; NOD1 inhibition: -7%; HEK293 NOD2/NF-kB: 7%; KOR beta-arrestin-2: 0%; Myeloid diff 2 GFP+ MAC1+ %: 1.4

How did Cc1ccc(N/C=C(\[N+](=O)[O-])S(=O)(=O)c2ccccc2)cc1 do in these assays?
HIV fusion peptide: 1.7%; Myeloid diff 2: inactive; KOR beta-arrestin-1: 1.0%; GPR35 arrestin U2OS: 9%; GPR55 activation: -0.6%; GPR55 LPI antagonism: -4%; NOD1 inhibition: -24%; HEK293 NOD2/NF-kB: 2%; KOR beta-arrestin-2: -11%; Myeloid diff 2 GFP+ MAC1+ %: 0.0

Results for CCc1ccc(NC(=O)CSc2ccc(-c3ccco3)nn2)cc1 ?
HIV fusion peptide: 7.9%; Myeloid diff 2: inactive; KOR beta-arrestin-1: 7.1%; GPR35 arrestin U2OS: -2%; GPR55 activation: 1.0%; GPR55 LPI antagonism: 4%; NOD1 inhibition: -2%; HEK293 NOD2/NF-kB: -2%; KOR beta-arrestin-2: -19%; Myeloid diff 2 GFP+ MAC1+ %: 0.2

Results for COc1ccc(CCn2c(C)c(C(C)=O)c(C(C)=O)c2C)cc1OC ?
HIV fusion peptide: -2.0%; Myeloid diff 2: inactive; KOR beta-arrestin-1: 3.3%; GPR35 arrestin U2OS: 2%; GPR55 activation: -0.3%; GPR55 LPI antagonism: -32%; NOD1 inhibition: -23%; HEK293 NOD2/NF-kB: 8%; KOR beta-arrestin-2: -22%; Myeloid diff 2 GFP+ MAC1+ %: 0.8

Results for CCOc1ccc(NC(=O)NC23CC4CC(CC(C4)C2)C3)cc1 ?
HIV fusion peptide: 0.9%; Myeloid diff 2: inactive; KOR beta-arrestin-1: 8.8%; GPR35 arrestin U2OS: 1%; GPR55 activation: -0.2%; GPR55 LPI antagonism: 3%; NOD1 inhibition: 8%; HEK293 NOD2/NF-kB: -4%; KOR beta-arrestin-2: -8%; Myeloid diff 2 GFP+ MAC1+ %: 0.1

What do the screens show for `C=CCn1c(SCC(=O)NC2CCCC2)nnc1-c1cccnc1`?
HIV fusion peptide: -1.3%; Myeloid diff 2: inactive; KOR beta-arrestin-1: 5.1%; GPR35 arrestin U2OS: 7%; GPR55 activation: 0.3%; GPR55 LPI antagonism: -2%; NOD1 inhibition: -20%; HEK293 NOD2/NF-kB: -1%; KOR beta-arrestin-2: -26%; Myeloid diff 2 GFP+ MAC1+ %: 1.3

What do the screens show for `CC(C)COc1ccc(CSCCNC(=S)Nc2ccccc2)cc1`?
HIV fusion peptide: 1.3%; Myeloid diff 2: inactive; KOR beta-arrestin-1: -2.3%; GPR35 arrestin U2OS: -4%; GPR55 activation: -0.1%; GPR55 LPI antagonism: -4%; NOD1 inhibition: -6%; HEK293 NOD2/NF-kB: -9%; KOR beta-arrestin-2: 14%; Myeloid diff 2 GFP+ MAC1+ %: 1.3

Results for O=C(OCCN(C1=NS(=O)(=O)c2ccccc21)c1ccccc1Cl)c1ccc(Cl)cc1 ?
HIV fusion peptide: 0.2%; Myeloid diff 2: inactive; KOR beta-arrestin-1: 0.0%; GPR35 arrestin U2OS: -13%; GPR55 activation: 0.0%; GPR55 LPI antagonism: 16%; NOD1 inhibition: -5%; HEK293 NOD2/NF-kB: 14%; KOR beta-arrestin-2: 12%; Myeloid diff 2 GFP+ MAC1+ %: 6.7

How did Cc1cccc(-c2nnc3n2N=C(c2ccccc2Br)CS3)c1 do in these assays?
HIV fusion peptide: 3.1%; Myeloid diff 2: inactive; KOR beta-arrestin-1: 0.1%; GPR35 arrestin U2OS: 0%; GPR55 activation: 6.9%; GPR55 LPI antagonism: 7%; NOD1 inhibition: -8%; HEK293 NOD2/NF-kB: 10%; KOR beta-arrestin-2: -11%; Myeloid diff 2 GFP+ MAC1+ %: 1.9

How did C=CCSC1=C(C#N)C(c2cccc(OC)c2)CC(=O)N1 (stereo unspecified) do in these assays?
HIV fusion peptide: 1.1%; Myeloid diff 2: inactive; KOR beta-arrestin-1: -4.3%; GPR35 arrestin U2OS: 6%; GPR55 activation: -0.2%; GPR55 LPI antagonism: 7%; NOD1 inhibition: -8%; HEK293 NOD2/NF-kB: 0%; KOR beta-arrestin-2: 3%; Myeloid diff 2 GFP+ MAC1+ %: 1.0

How did CC1=NN2C(=N)/C(=C\c3ccc(SCc4ccccc4)o3)C(=O)N=C2S1 do in these assays?
HIV fusion peptide: -2.1%; Myeloid diff 2: inactive; KOR beta-arrestin-1: -0.8%; GPR35 arrestin U2OS: 4%; GPR55 activation: -0.1%; GPR55 LPI antagonism: 2%; NOD1 inhibition: 10%; HEK293 NOD2/NF-kB: 11%; KOR beta-arrestin-2: 4%; Myeloid diff 2 GFP+ MAC1+ %: 0.3

Results for CCN1CCN(Cc2ccc(NC(=O)c3ccc(C)c(NC(=O)c4ccnnc4)c3)cc2C(F)(F)F)CC1 ?
HIV fusion peptide: 0.0%; Myeloid diff 2: inactive; KOR beta-arrestin-1: 1.7%; GPR35 arrestin U2OS: 2%; GPR55 activation: -0.1%; GPR55 LPI antagonism: -1%; NOD1 inhibition: 4%; HEK293 NOD2/NF-kB: 23%; KOR beta-arrestin-2: -2%; Myeloid diff 2 GFP+ MAC1+ %: 1.3

What do the screens show for `COc1cccc(CNC(=O)C2Cc3ccccc3CN2C(C)=O)c1` (stereo unspecified)?
HIV fusion peptide: -1.0%; Myeloid diff 2: inactive; KOR beta-arrestin-1: -3.1%; GPR35 arrestin U2OS: 4%; GPR55 activation: 0.5%; GPR55 LPI antagonism: 8%; NOD1 inhibition: -16%; HEK293 NOD2/NF-kB: -24%; KOR beta-arrestin-2: 1%; Myeloid diff 2 GFP+ MAC1+ %: 0.4

What do the screens show for `COc1cc(C(=O)N2CCCc3ccccc32)c([N+](=O)[O-])cc1OC`?
HIV fusion peptide: 1.0%; Myeloid diff 2: inactive; KOR beta-arrestin-1: 1.2%; GPR35 arrestin U2OS: 9%; GPR55 activation: -0.1%; GPR55 LPI antagonism: 1%; NOD1 inhibition: 5%; HEK293 NOD2/NF-kB: 8%; KOR beta-arrestin-2: -45%[20 µM]; Myeloid diff 2 GFP+ MAC1+ %: 0.4

Results for CC1(C)CSC(=NCc2ccccc2)N1C(=O)c1cccc([N+](=O)[O-])c1 ?
HIV fusion peptide: -3.2%; Myeloid diff 2: inactive; KOR beta-arrestin-1: -5.0%; GPR35 arrestin U2OS: -7%; GPR55 activation: -0.6%; GPR55 LPI antagonism: 2%; NOD1 inhibition: -41%; HEK293 NOD2/NF-kB: 1%; KOR beta-arrestin-2: 2%; Myeloid diff 2 GFP+ MAC1+ %: 0.7

How did CCCC[C@H]1COCCS(=O)(=O)N1Cc1ccccc1F do in these assays?
HIV fusion peptide: -1.0%; Myeloid diff 2: inactive; KOR beta-arrestin-1: -4.1%; GPR35 arrestin U2OS: 4%; GPR55 activation: 0.2%; GPR55 LPI antagonism: 2%; NOD1 inhibition: -13%; HEK293 NOD2/NF-kB: -7%; KOR beta-arrestin-2: -29%[20 µM]; Myeloid diff 2 GFP+ MAC1+ %: 0.5
